# High-throughput results deposited in PubChem BioAssay by National Center for Advancing Translational Sciences (NCATS).
# PI4K2A block – qHTS for small molecular inhibitors of PI4K2A; Phosphatidylinositol 4-kinase type 2-alpha (Homo sapiens), Q9BTU6; purified PI4K2A, ADP-Glo luminescence, 1 h; hits give low values; activity change, negative = inhibition, % at 76.9 µM; hit rate 0.13% among 420,000; AID 1346378, 2018; in the data active means activity change below about -50%; inconclusive means mostly about -30% to -49%;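 further: -100% = wells without enzyme as full effect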
#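 ADP-Glo luminescence measured ADP generated by PI4K2A enzyme (4 ug/mL before mixing) with 1.2 mM PI substrate (pre-mix) and 300 microM ATP (pre-mix). Tris pH7.5 buffer with MgCl2, Triton X-100; 1 h reaction at ambient temperature.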
# D2 antagonist – HTS Assay for Allosteric Antagonists of the Human D2 Dopamine Receptor: Primary Screen for Antagonists. inhibition, % at 10 µM. HEK293 TREx D2 cells, calcium flux, dopamine EC80. hit rate 2% among 340,000. D(2) dopamine receptor (Homo sapiens), P14416; in the data active means inhibition above about 30%; further: 0% is about no effect
# Target sequence (P14416 whole entry, looked up): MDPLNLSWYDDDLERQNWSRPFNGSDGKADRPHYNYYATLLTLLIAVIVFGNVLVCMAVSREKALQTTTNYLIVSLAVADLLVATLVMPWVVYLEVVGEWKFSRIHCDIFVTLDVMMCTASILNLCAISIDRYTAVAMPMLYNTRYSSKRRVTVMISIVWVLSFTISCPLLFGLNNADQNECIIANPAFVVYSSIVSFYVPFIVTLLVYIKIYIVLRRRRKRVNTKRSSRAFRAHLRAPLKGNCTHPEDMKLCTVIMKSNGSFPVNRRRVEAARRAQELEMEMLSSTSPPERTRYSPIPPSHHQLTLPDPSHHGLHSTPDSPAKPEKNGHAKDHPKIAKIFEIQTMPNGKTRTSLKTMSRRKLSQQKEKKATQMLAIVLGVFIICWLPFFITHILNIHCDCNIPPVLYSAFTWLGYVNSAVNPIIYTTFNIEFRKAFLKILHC
#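 HEK293 T-REx D2 cells, tet-induced, calcium dye no-wash. Cpd pintool add, 180 s kinetic, then EC80 DA, 180 s kinetic. Ca flux read.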
# USP1-UAF1 inh – Inhibitors of USP1/UAF1: Primary Screen; Potency, µM (highest dose often 57.1 µM), without a hit: at the top dose activity change, negative = inhibition, most hits filed as inhibitors; AID 743255, 2014; recombinant USP1/UAF1, Ub-Rhodamine cleavage fluorescence; hit rate 0.23% among 390,000; further: potency means the concentration at half of the fitted maximal effect; on the % scale 0 is the no-effect control and ±100 the full control effect; nearly all actives have a fitted effect of over 60% in size; inactives centre near -12
#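 High-throughput fluorogenic screen: 1nM USP1/UAF1 complex, Ub-Rho substrate 150nM final, 50mM HEPES pH 7.8 with 0.5mM EDTA, 0.1 mg/ml BSA, 1mM TCEP and 0.01% Tween-20.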
# TRHR agonist – qHTS for Small Molecule Agonists and Allosteric Enhancers of Human TRH Receptor: Primary Screen for Agonists; TRHR cells, calcium flux fluo-8, FDSS agonist mode; activation, % at 2 µM; hit rate 0.18% among 360,000; AID 493084, 2011; in the data active means activation above about 30%; further: 0% is about no effect
#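 TRHR-expressing cells loaded with fluo-8 calcium dye; 23 nL library compound pin-transferred, kinetic FDSS fluorescence (Ex 480/Em 530) recorded about 180 s for agonist-induced calcium release, before a 10 nM TRH EC20 addition for potentiator mode.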
# TRHR PAM – qHTS for Small Molecule Agonists and Allosteric Enhancers of Human TRH Receptor: Primary Screen for Enhancers; TRHR cells, fluo-8 calcium fluorescence, EC20 TRH enhancement; enhancement, % at 2 µM; AID 493056, 2011; hit rate 0.66% among 360,000; Thyrotropin-releasing hormone receptor (Homo sapiens), P34981; in the data active means enhancement above about 30%; further: 0% is about no effect
#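 Enhancer read-out: after compound pinning and an initial kinetic agonist-mode read, an EC20 of TRH (10 nM final) was injected and fluo-8 calcium signal (Ex 480/Em 530) followed at 1 s/cycle for 100 cycles in TRHR-expressing cells.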
# D2 ag – HTS Assay for Allosteric Agonists of the Human D2 Dopamine Receptor: Primary Screen for Agonists. D(2) dopamine receptor (Homo sapiens), P14416. HEK293 T-REx D2 cells, calcium flux agonist mode. activation, % at 2 µM. hit rate 0.53% among 340,000;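 active means activation over 3 SD above normal in the single-dose calcium agonist read, cut at about 30% in these data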; further: 0% is about no effect
#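 In this primary screen, compounds producing a positive calcium signal within 180 s of addition to tetracycline-induced, force-coupled HEK293 Trex D2 cells are flagged; cells are dye-loaded with a no-wash calcium kit beforehand.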
# TrxR1 inh – qHTS Assay for Inhibitors of Mammalian Selenoprotein Thioredoxin Reductase 1 (TrxR1): qHTS; Thioredoxin reductase 1, cytoplasmic (Rattus norvegicus), O89049; recombinant rTrxR1, NADPH fluorescence consumption, selenite substrate; Potency, µM (series often up to 114 µM), for inactives: at the highest dose activity change, negative = inhibition, actives largely listed as inhibitors; hit rate 1% among 390,000; AID 588453, 2011; further: potency means the concentration at half of the fitted maximal effect; on the % scale 0 is the no-effect control and ±100 the full control effect; nearly all actives have a fitted effect of over 65% in size
# Target sequence (O89049 whole entry, looked up): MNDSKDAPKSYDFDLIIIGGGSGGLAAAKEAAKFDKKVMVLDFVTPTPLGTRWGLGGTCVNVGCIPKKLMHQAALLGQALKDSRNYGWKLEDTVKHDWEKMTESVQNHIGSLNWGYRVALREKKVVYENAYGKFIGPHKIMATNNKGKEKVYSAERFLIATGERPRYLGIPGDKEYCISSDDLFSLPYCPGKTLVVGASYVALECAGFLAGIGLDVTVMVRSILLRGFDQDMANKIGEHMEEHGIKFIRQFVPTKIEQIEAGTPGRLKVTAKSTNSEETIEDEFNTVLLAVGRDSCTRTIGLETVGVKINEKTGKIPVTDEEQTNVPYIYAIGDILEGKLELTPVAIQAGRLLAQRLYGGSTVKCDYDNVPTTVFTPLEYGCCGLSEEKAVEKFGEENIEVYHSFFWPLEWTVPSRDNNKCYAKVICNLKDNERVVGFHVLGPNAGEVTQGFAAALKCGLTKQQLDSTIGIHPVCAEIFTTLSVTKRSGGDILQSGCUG
#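 Rat TrxR1 (90 nM in the dispensed reagent) was pre-reduced with 400 uM NADPH for 5 min at room temperature, then incubated with compound for 15 min. After 400 uM selenite was added, NADPH fluorescence (Ex 340/Em 450 nm) was followed for 8 min.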
# TrxR1 substrate – qHTS Assay for Substrates of Mammalian Selenoprotein Thioredoxin Reductase 1 (TrxR1): qHTS | purified TrxR1 substrate turnover, NADPH consumption readout | Potency, µM (highest dose often 114 µM), inactives show at the top dose activity change, negative = substrate turnover | hit rate 0.01% among 390,000; further: potency means the concentration at half of the fitted maximal effect; on the % scale 0 is the no-effect control and ±100 the full control effect; nearly all actives have a fitted effect of over 50% in size
#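 Rat TrxR1, dispensed at 90 nM, was prereduced with 400 uM NADPH (final) for 5 min at ~22 deg C, then incubated with compound 15 min before 400 uM selenite. A first-read NADPH fluorescence drop versus no-compound background flagged substrates.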
# IDH1 R132H inh – qHTS for Inhibitors of mutant isocitrate dehydrogenase 1 (IDH1): qHTS | IDH1-R132H enzyme, NADPH consumption, diaphorase/resazurin fluorescence | Potency, µM (titrated, usually from 76.6 µM), without a hit: at the highest dose activity change, negative = inhibition, usual class: inhibitors | hit rate 0.093% among 390,000 | Isocitrate dehydrogenase [NADP] cytoplasmic (Homo sapiens), O75874 | AID 602179, 2012; further: potency means the concentration at half of the fitted maximal effect; on the % scale 0 is the no-effect control and ±100 the full control effect; nearly all actives have a fitted effect of over 65% in size
#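 IDH1-R132H (0.5 ug/mL) preincubated 30 min with compound, then NADPH (0.016 mM) and alpha-KG (2 mM) added; 80 min at RT, pH 7.5. Remaining NADPH coupled via diaphorase/resazurin to fluorescence (540/590 nm); concentration-response curves normalized to no-enzyme control.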
# The depositor's hits bear a star; ? = inconclusive; nt = no result given; & = joins results of further samples; [ ] = remark or other dose. Unless noted, the call rests on the fitted dose curve; in most records, active means well fitted inhibition curve with a large enough effect; inconclusive means small, poorly fitted or top-dose-only effect; inactive means no such curve, though single readings can be large or run the other way.
no.	SMILES	PI4K2A block	D2 antagonist	USP1-UAF1 inh	TRHR agonist	TRHR PAM	D2 ag	TrxR1 inh	TrxR1 substrate	IDH1 R132H inh
1	COc1ccc(C(=O)C2CCCN(Cc3cnc(N4CCOCC4)s3)C2)c(OC)c1 (stereo unspecified)	0	-27	-6%	-0.7	5	0.4	22%[57.1 µM]	2%[57.1 µM]	8%
2	Nc1nn(-c2ccccc2)nc1C(=O)OCc1ccccc1	-4&4	-14	-8%&-25%	0.3&-1.7	3&14	-0.4&0.2	145%&53%[activator]	292%&175%[activator]	0%
3	Cc1oc(/N=C/c2ccc3c(c2)OCO3)c(C#N)c1C	-4	-7	-20%	-0.1	3	-0.6	-28%	2%	9%
4	Cc1c(CCC(=O)N2CCCCC2)c(=O)oc2cc3occ(C(C)(C)C)c3cc12	-3	nt	-20%	-1.3	-3	-1.2	-9%	3%	-16%
5	Cc1ccc2nc(-c3ccc(NC(=O)c4ccc(S(C)(=O)=O)cc4)cc3)sc2c1	2	nt	-21%	0.5	7	0.0	26%[57.1 µM]	3%[57.1 µM]	-14%
6	O=C(CSc1nnc(-c2ccccc2Br)o1)N1CCOCC1	5	22	0%	0.6	16	0.2	8%	-2%	-2%
7	CC(C)c1ccc(NC2CCCN(C(=O)c3ccco3)C2)cc1 (stereo unspecified)	3	22	-23%	1.2	2	0.6	3%	-8%	11%
8	CN(Cc1ccccc1)C(=O)c1cnc2n(c1=O)CCS2	-1	9	1%	0.5	6	0.1	18%	-6%	1%
9	COc1ccc(NC(=O)C2C3C=CC4(O3)C2C(=O)N(CCCN2CCCC(C)C2)C4C(=O)NC2CCCCC2)cc1 (stereo unspecified)	0	-1	-2%	-0.4	11	0.6	9%[57.1 µM]	5%[57.1 µM]	5%
10	Cn1c(SCC(=O)N2CCCC2=O)nnc1-c1ccccc1F	1	-3	-10%	0.1	5	0.3	16%[57.1 µM]	8%	6%
11	CC(=O)c1cccc(NC(=O)CCNC(=O)c2ccccc2Cl)c1	4	-13	-21%	0.0	12	0.9	19%	0%	-6%
12	CNc1ccc(-c2nc(-c3ccccn3)no2)cc1[N+](=O)[O-]	3	nt	?	-1.0	-2	-1.3	-32%	-7%	5%
13	CCOC(=O)Cn1c2c(c(-c3ccccc3OC)cc1=O)CCCC2	2	-11	-11%	0.7	-3	-1.7	-2%	2%	11%
14	O=C(CSCc1ccccc1)Nc1cccc(C(=O)Nc2ccc(C(=O)O)cc2)c1	-7	25	-4%	-0.1	7	0.6	7%	-2%	-3%
15	c1ccc2c(c1)nc(N1CCOCC1)c1ccccc12	-16	-2	-23%	-0.3	-2	0.9	7%[57.1 µM]	2%	7%

# From no. 1 as far as 13, copied from above:
no.	SMILES	PI4K2A block	D2 antagonist	USP1-UAF1 inh	TRHR agonist	TRHR PAM	D2 ag	TrxR1 inh	TrxR1 substrate	IDH1 R132H inh
1	COc1ccc(C(=O)C2CCCN(Cc3cnc(N4CCOCC4)s3)C2)c(OC)c1 (stereo unspecified)	0	-27	-6%	-0.7	5	0.4	22%[57.1 µM]	2%[57.1 µM]	8%
2	Nc1nn(-c2ccccc2)nc1C(=O)OCc1ccccc1	-4&4	-14	-8%&-25%	0.3&-1.7	3&14	-0.4&0.2	145%&53%[activator]	292%&175%[activator]	0%
3	Cc1oc(/N=C/c2ccc3c(c2)OCO3)c(C#N)c1C	-4	-7	-20%	-0.1	3	-0.6	-28%	2%	9%
4	Cc1c(CCC(=O)N2CCCCC2)c(=O)oc2cc3occ(C(C)(C)C)c3cc12	-3	nt	-20%	-1.3	-3	-1.2	-9%	3%	-16%
5	Cc1ccc2nc(-c3ccc(NC(=O)c4ccc(S(C)(=O)=O)cc4)cc3)sc2c1	2	nt	-21%	0.5	7	0.0	26%[57.1 µM]	3%[57.1 µM]	-14%
6	O=C(CSc1nnc(-c2ccccc2Br)o1)N1CCOCC1	5	22	0%	0.6	16	0.2	8%	-2%	-2%
7	CC(C)c1ccc(NC2CCCN(C(=O)c3ccco3)C2)cc1 (stereo unspecified)	3	22	-23%	1.2	2	0.6	3%	-8%	11%
8	CN(Cc1ccccc1)C(=O)c1cnc2n(c1=O)CCS2	-1	9	1%	0.5	6	0.1	18%	-6%	1%
9	COc1ccc(NC(=O)C2C3C=CC4(O3)C2C(=O)N(CCCN2CCCC(C)C2)C4C(=O)NC2CCCCC2)cc1 (stereo unspecified)	0	-1	-2%	-0.4	11	0.6	9%[57.1 µM]	5%[57.1 µM]	5%
10	Cn1c(SCC(=O)N2CCCC2=O)nnc1-c1ccccc1F	1	-3	-10%	0.1	5	0.3	16%[57.1 µM]	8%	6%
11	CC(=O)c1cccc(NC(=O)CCNC(=O)c2ccccc2Cl)c1	4	-13	-21%	0.0	12	0.9	19%	0%	-6%
12	CNc1ccc(-c2nc(-c3ccccn3)no2)cc1[N+](=O)[O-]	3	nt	?	-1.0	-2	-1.3	-32%	-7%	5%
13	CCOC(=O)Cn1c2c(c(-c3ccccc3OC)cc1=O)CCCC2	2	-11	-11%	0.7	-3	-1.7	-2%	2%	11%

# (listing goes on)
no.	SMILES	PI4K2A block	D2 antagonist	USP1-UAF1 inh	TRHR agonist	TRHR PAM	D2 ag	TrxR1 inh	TrxR1 substrate	IDH1 R132H inh
16	Cc1ccc(/C=C/C(=O)O)cc1S(=O)(=O)Nc1ccc2c(c1)OCO2	-1	nt	-24%	-1.5	8	nt	7%[57.1 µM]	4%[57.1 µM]	5%
17	Cc1cc(C)cc(OC(C)C(=O)NCCCn2ccnc2)c1 (stereo unspecified)	7	12	-3%	-0.2	3	0.0	6%	1%	-2%
18	CCOC(=O)N1CCN(C(=O)COc2ccc(Cl)cc2)CC1	-5	-10	-8%	-0.1	-2	-1.0	22%	11%	1%
19	Cc1ccc(C)c(N(CC(=O)NC2CCCC2)C(=O)CCC(=O)Nc2nccs2)c1	0	-30	-17%	-0.1	8	-1.3	4%	5%	0%
20	O=C(NCc1cccnc1)c1nn2cccnc2c1Cl	2	16	-23%	0.6	-3	-0.3	30%	4%	1%
21	CCC(C)c1ccccc1N1CC(C(=O)NCCCn2nc(C)cc2C)CC1=O (stereo unspecified)	3	3	-13%	-0.2	-6	0.9	14%	6%	9%
22	COc1ccc(-c2csc(N3CCC(C(N)=O)CC3)n2)cc1	3	nt	nt	0.1	8	nt	11%	-5%	nt
23	COCc1nnc(NC(=O)CCCOc2ccccc2OC)s1	-7	17	-20%	0.0	-5	1.2	5%[57.1 µM]	9%[57.1 µM]	4%
24	Cc1ccsc1/C=N/NC(=O)CN1CCN(Cc2ccccc2)CC1	1	7	-25%	0.3	6	-0.1	-2%	-3%	0%
25	COCCCn1c(SCC(N)=O)nnc1-c1ccccc1	7	-17	-15%	0.4	-1	0.8	21%	11%	10%
26	N/C(=N\OC(=O)c1cccc(Cl)c1)c1cccnc1	-3	19	1%	-0.1	0	0.1	17%	9%	0%
27	O=C(O)c1cccc(-n2cccc2/C=C2/NC(=O)N(c3cccc(Cl)c3)C2=O)c1	-4	-1	5%	-0.2	-3	-0.8	-10%	-5%	3%
28	O=C(NC1(C(F)(F)F)C(=O)Nc2c1c(=O)[nH]c(=O)n2Cc1ccccc1)c1ccc(Cl)cc1 (stereo unspecified)	0	9	-1%	-0.1	1	-0.7	-10%	-8%	-6%
29	CCn1ncc(C(=O)Nc2ccc(F)cc2)c1C	-4	nt	-20%	nt	nt	nt	21%	5%	27%
30	COc1ccc2cc(S(=O)(=O)c3ccccc3)c(=O)oc2c1	1	10	0%	-0.1	-3	0.0	125%	460%[activator]	2%
31	N=c1n(N)c2ccccc2n1CC(=O)c1ccc(Br)cc1	-6	-11	?	-1.3	33*	-1.2	22%[57.1 µM]	12%[57.1 µM]	7%
32	CSc1ncc(Cl)c(C(=O)Nc2sc3c(c2C(=O)NCc2ccco2)CCCC3)n1	nt	0	nt	1.1	-5	0.7	nt	nt	nt
33	CC(C)(C)c1ccc(S(=O)(=O)N2CCN(CC(=O)N3CC(=O)Nc4ccccc43)CC2)cc1	1	-6	-21%	-0.2	-3	0.6	-1%	1%	1%
34	COc1ccc(OC)c(NC(=O)c2ccc(S(=O)(=O)N3CCN(C)CC3)cc2)c1	-1	-15	2%	1.0	4	0.7	-12%	-9%	-1%
35	CNc1oc(C)nc1S(=O)(=O)c1ccccc1	-6	6	-3%	0.6	3	0.6	?	0%	2%
36	CN(C)CCCNC(=S)N1CCn2c(nc3ccccc32)C1	0	9	-3%	-0.7	5	0.9	6%[57.1 µM]	5%[57.1 µM]	7%

# Compounds as they come; any-hit rate near 3.9%.
